Compound activity: PubChem BioAssay, several laboratories
DAX1 inh-1 – inhibitors of DAX1 repression of SF-1 activated StAR promoter; AID 652010; hit rate 1.1% among 370,000; inhibition, % at 6.8 µM; HEK293T StAR-luciferase reporter, SF-1/DAX-1 repression relief;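 active = inhibition above the mean over all tested compounds plus 3 SD, cut at about 3.6% in these data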;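 note: 0% = DAX-1 cells with DMSO and 100% = cells lacking DAX-1 with DMSO; higher inhibition means more luminescence from relief of DAX-1 repression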
hcDAF12 agonist – activators of H. contortus DAF-12 nuclear receptor. HEK293 hcDAF-12 lit1-tk-luc reporter, luminescence; 0% DMSO, 100% Δ7-dafachronic acid. hit rate 1.4% among 370,000. activation, % at 6.8 µM;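 active = activation above the mean of all tested compounds plus 3 SD, cut at about 5.5% in these data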;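 note: 100% = response to 3 µM Δ7-dafachronic acid high control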
hgDAF-12 ag – agonists of H. glycines DAF-12 nuclear receptor | HEK293 GAL4-hgDAF12 UAS-luciferase reporter, agonist luminescence; normalized to butyrate control | activation, % at 6.8 µM | hit rate 1.8% among 370,000;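 active = activation above a cutoff set at the mean of all screened compounds plus 3 SD, cut at about 10% in these data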;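 note: 0% = DMSO wells and 100% = sodium butyrate wells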
PLC-beta3 inh – blocks human PLC-beta3 enzyme activity; hit rate 0.18% among 370,000; inhibition, % at 12.2 µM; AID 720704; Purified PLC-beta3, fluorogenic substrate, fluorescence; in the data active = inhibition above about 11%;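 note: 0% = median of compound wells on plate and 100% = full blocker control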
FXN GAA850 act – increases GAA850 frataxin promoter reporter activity | HEK293 lucGAA850 FXN promoter luciferase reporter, 24 h; percent of 10 µM SAHA response | activation, % at 6 µM | hit rate 0.56% among 360,000 | AID 540364;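 active = activation above the average of all compounds screened plus 3 SD, cutoff fixed separately per campaign, cut at about 7.5% in these data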;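 note: 0% = DMSO wells and 100% = 10 µM SAHA wells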
sPLA2-III inh – Blocks human group III sPLA2 activity; QFRET BODIPY PC-A2 liposome hydrolysis, fluorescence; inhibition, % at 12.2 µM; hit rate 0.56% among 370,000;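 active = inhibition above mean plus 3 SD of compounds lying within the high and low control bounds, cut at about 19% in these data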;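 note: 0% = median of test compound wells and 100% = no enzyme DMSO wells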
NR1D1 modulator – Rev-erb alpha (human) modulation. Rev-erbα–FITC-DNA binding, fluorescence polarization, 90 min. activity, % at 10 µM. hit rate 0.79% among 370,000;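 active = activity above about 14%, limit read from the data; passing the limit was not always enough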;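 note: 0% = DMSO wells with 35 nM protein and 100% = DMSO wells with 750 nM protein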
Target sequence (P20393 whole entry, looked up): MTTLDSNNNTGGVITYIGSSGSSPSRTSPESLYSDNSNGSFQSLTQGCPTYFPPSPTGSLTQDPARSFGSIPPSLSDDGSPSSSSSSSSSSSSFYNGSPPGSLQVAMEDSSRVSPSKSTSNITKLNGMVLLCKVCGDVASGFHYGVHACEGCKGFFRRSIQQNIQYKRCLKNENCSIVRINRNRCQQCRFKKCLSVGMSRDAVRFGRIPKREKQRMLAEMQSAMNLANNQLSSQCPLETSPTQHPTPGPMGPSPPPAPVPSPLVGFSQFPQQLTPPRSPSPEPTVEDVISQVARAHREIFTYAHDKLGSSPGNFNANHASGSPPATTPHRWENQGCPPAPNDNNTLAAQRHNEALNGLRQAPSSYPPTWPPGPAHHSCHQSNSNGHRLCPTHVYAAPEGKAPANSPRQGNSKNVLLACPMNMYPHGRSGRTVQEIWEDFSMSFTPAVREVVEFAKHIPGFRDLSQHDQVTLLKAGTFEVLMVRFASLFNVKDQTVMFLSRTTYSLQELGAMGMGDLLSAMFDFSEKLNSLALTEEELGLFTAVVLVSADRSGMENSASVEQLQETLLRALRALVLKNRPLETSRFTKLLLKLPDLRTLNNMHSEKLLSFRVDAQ
ssDAF12 agonist – S. stercoralis DAF-12 activation, primary screen | HEK293 ssDAF-12/GRIP1 lit1-tk-luc reporter, luminescence; % of 3 µM dafachronic acid response | AID 652126 | hit rate 1% among 370,000 | activation, % at 6.8 µM;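 active = activation above the mean over all tested compounds plus 3 SD, cut at about 0.9% in these data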;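 note: 0% = DMSO-only wells and 100% = 3 µM delta7-dafachronic acid wells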
DAX1 inh-2 – inhibits human nuclear receptor DAX1; P51843; HEK293 Gal4-DAX1 luciferase reporter, luminescence; inhibition, % at 6.75 µM; hit rate 0.99% among 340,000; AID 504766;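 active = inhibition above the mean over all tested compounds plus 3 SD, cut at about 4.2% in these data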;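 note: 0% = DAX1-transfected cells with DMSO and 100% = empty-vector control cells with DMSO; inhibition shows as a rise in luminescence from relieved DAX1 repression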
Target sequence (P51843 207-470 limits assumed): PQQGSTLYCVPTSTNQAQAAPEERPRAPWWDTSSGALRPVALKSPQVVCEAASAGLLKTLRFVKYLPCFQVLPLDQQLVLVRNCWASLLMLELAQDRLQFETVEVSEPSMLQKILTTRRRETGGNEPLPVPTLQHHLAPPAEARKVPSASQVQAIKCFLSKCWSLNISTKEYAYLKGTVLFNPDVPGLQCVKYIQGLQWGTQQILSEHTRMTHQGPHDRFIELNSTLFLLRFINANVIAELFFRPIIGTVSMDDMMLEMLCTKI
SMARCA2 act – SMARCA2 function activation, primary screen; MG213 cells, MMTV-luciferase reporter, dexamethasone, overnight; activation, % at 9.1 µM; hit rate 1% among 370,000; in the data active = activation above about 7.8%;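 note: 0% = vehicle wells and 100% = reference activator wells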
PG9 Ab binder – PG9 antibody binding by small molecule; hit rate 0.43% among 360,000; inhibition, % at 6.7 µM; TR-FRET gp120-PG9 antibody binding; in the data active = inhibition above about 8.5%
* hit, by the source's call; i = inactive; · = no result given.

Each structure is followed by: DAX1 inh-1 | hcDAF12 agonist | hgDAF-12 ag | PLC-beta3 inh | FXN GAA850 act | sPLA2-III inh | NR1D1 modulator | ssDAF12 agonist | DAX1 inh-2 | SMARCA2 act | PG9 Ab binder
O=C(c1cc(-c2ccc3c(c2)OCO3)on1)N1CCN(c2ccccc2)CC1
  2.0 | 2.0 | 9.8 | -3 | 2.3 | -2 | 7 | -1.0 | 0.9 | 5 | -0.9
CN(C(=O)c1cccc(NC(=O)Cc2ccc([N+](=O)[O-])cc2)c1)C1CCC1
  -0.5 | -4.2 | -4.8 | 1 | -0.4 | -2 | -2 | -2.0 | -1.2 | -2 | -0.7
Nc1cccc(-n2cccc2)c1
  -0.5 | 0.3 | -0.6 | -31 | 1.3 | 8 | -4 | -0.9 | 0.4 | 5 | 2.2
CC(=O)c1ccc(OCC(=O)N2CCCC2c2ccc3c(c2)OCCCO3)cc1 (stereo unspecified)
  0.1 | -0.2 | -3.0 | -14 | -2.1 | 4 | 2 | -1.0 | -0.1 | -1 | -1.7
COc1ccc(C2C(C#N)=C(N)Oc3n[nH]c(C)c32)cc1Cn1nc(C)c([N+](=O)[O-])c1C (stereo unspecified)
  0.6 | -0.1 | -3.5 | -14 | 1.6 | -7 | 2 | -1.6 | -0.7 | 2 | -1.6
O=C(Nc1cccc(O)c1)c1ccc2c(c1)C(=O)N(Cc1ccco1)C2=O
  0.5 | 0.1 | -0.1 | -4 | 2.4 | -15 | -3 | -1.2 | -0.1 | 0 | -3.2
COc1ccc(Sc2ccc(-c3nc4cnccn4c3NC3CCCCC3)cc2OC)cc1
  0.1 | -1.8 | 5.6 | i | -0.4 | 3 | 7 | -1.2 | 1.6 | 1 | 3.5
O=C(N/N=C/c1ccc(Cl)cc1)c1ccc2nc[nH]c2c1
  -0.7 | 1.4 | 2.0 | 0 | -0.4 | 2 | -1 | -1.9 | 1.5 | 2 | -1.4
O=C(Oc1ccc(/C=N/NC(=O)c2ccccn2)cc1)c1cccc(F)c1
  1.1 | 3.7 | 5.6 | -2 | 3.6 | -3 | -2 | -0.5 | 1.1 | 0 | -0.9
Nn1c(SCC(=O)NCCC2=CCCCC2)nnc1C1CCCCC1
  -0.6 | -0.8 | -0.4 | 4 | 0.2 | 1 | 9 | -1.5 | -0.6 | -3 | 2.0
CCOc1ccc(-c2noc(-c3ccncc3)n2)cc1OCC
  0.2 | 0.6 | 0.2 | 1 | 0.8 | -1 | 6 | -0.1 | 0.1 | -3 | -0.2
CC(=O)Nc1ccc(NC(=O)C(C)OC(=O)c2ccc3c(c2)OCCO3)cc1 (stereo unspecified)
  -0.5 | 0.0 | 2.7 | -6 | -1.4 | -4 | 0 | -1.4 | -2.6 | -3 | 0.4
COc1cccc(-c2cnc(C(O)c3ccc(Cl)c(F)c3)[nH]2)c1 (stereo unspecified)
  -0.1 | -0.5 | 1.9 | 2 | 0.4 | -1 | 3 | -2.0 | · | -2 | 0.9
COc1cc(C(c2nnnn2C(C)(C)C)N2CCN(C)CC2)cc(OC)c1OC (stereo unspecified)
  -0.4 | 0.9 | 0.0 | -1 | -1.6 | 1 | 2 | -1.1 | 0.1 | 1 | -1.0
COc1ccc(Nc2c(-c3cc4ccccc4o3)nc3nc(C)cc(C)n23)cc1
  -0.9 | 4.3 | 4.2 | -162 | · | 10 | -3 | 0.7 | · | 8.6* | -3.0
O=C(CN1CCN(Cc2ccccc2)CC1)Nc1nnc(C(F)(F)F)s1
  -0.1 | 5.4 | 4.5 | -5 | -1.7 | -13 | 1 | 0.1 | -0.1 | -1 | 1.0
CC(=O)NC(c1ccccc1)c1nc(-c2cc(F)cc(F)c2)cs1 (stereo unspecified)
  -0.3 | -2.5 | -2.6 | 3 | 1.9 | -4 | 3 | -1.7 | · | -5 | 3.4
Cc1c(Cl)c(C(=O)NC2CCCC2)nn1C
  -0.2 | -0.8 | -0.7 | 0 | 1.6 | 2 | 5 | -1.2 | -0.8 | 7 | -1.6
Cc1cc(C(=O)N/N=C/c2cc([N+](=O)[O-])ccc2O)c2ccccc2n1
  -0.1 | 0.6 | -1.7 | -7 | -1.9 | 4 | 8 | -1.2 | -0.3 | -5 | -2.8
Cc1ccc(O)c(N=Nc2ccc(S(=O)(=O)N3CCCC3)cc2)c1
  0.7 | 0.1 | 2.4 | -3 | 0.9 | 2 | 1 | -1.6 | -0.2 | -1 | 0.2
Cn1nc(C(=O)OCC(=O)Nc2ccc(S(N)(=O)=O)cc2)c2ccccc2c1=O
  -0.1 | 0.3 | 1.2 | -7 | -1.3 | -6 | 4 | -1.3 | 0.5 | -4 | 0.0
COc1cc(/C=N/NC(=O)c2cccs2)ccc1O
  0.8 | -0.1 | -0.1 | -2 | 3.4 | 5 | -6 | -1.9 | -1.1 | -1 | -0.5
CCOc1ccc(N(CC(=O)NCCSCc2ccco2)S(=O)(=O)c2ccc(C)cc2)cc1
  -0.3 | -1.3 | -1.0 | -10 | 0.9 | 4 | -4 | -1.0 | -0.4 | -1 | 0.0
O=C(CSC1CCCCC1)N1CCN(c2ccccc2)CC1
  -0.8 | -1.6 | 0.9 | 1 | -0.3 | -1 | 4 | -1.3 | 1.2 | -1 | -1.7
O=C(NC1CCCC1)c1ccc(S(=O)(=O)N2CCCC2)cc1
  -0.2 | -1.1 | -0.9 | -2 | 3.3 | 5 | 1 | -0.8 | 0.3 | -2 | 0.9
COc1cccc(/C=C2\CCc3ccccc3C2=O)c1
  1.6 | 4.0 | 14* | -2 | 5.0 | -2 | -7 | 0.1 | 0.4 | 3 | -0.2
O=C(O)CCc1ccc(S(=O)(=O)Nc2ccccc2N2CCCCC2)cc1
  0.5 | -1.4 | 0.5 | -7 | -2.1 | -4 | -8 | -1.0 | 0.6 | -2 | 0.9
Cc1cc(C)n2nc(SCC(=O)N3CCCCC3C)nc2n1 (stereo unspecified)
  1.9 | 0.7 | 2.8 | -1 | -0.2 | -5 | 2 | -1.4 | 0.2 | 3 | -1.1
O=c1cn[nH]c2ccccc12
  0.3 | 1.7 | -0.9 | -4 | 3.9 | 13 | -3 | -0.1 | 1.4 | -2 | -1.8
O=C(NCc1ccccn1)c1ccc(NS(=O)(=O)c2ccccc2)cc1
  -0.4 | 1.4 | -3.2 | -1 | 0.3 | 0 | -7 | -0.9 | 0.8 | 1 | -2.1
Cc1sc2nc(SCC(=O)N3CCCCC3)[nH]c(=O)c2c1C
  -0.6 | 0.6 | -0.2 | -1 | 1.2 | 4 | -2 | -0.8 | 0.8 | -1 | -2.1
CCN(c1ccc(OC)cc1)S(=O)(=O)c1csc(C(N)=O)c1
  0.6 | -3.4 | 0.8 | -2 | 2.3 | -2 | 6 | -0.9 | -0.4 | -3 | -1.1
C=CCn1c(O)c(N=NC(=O)CNC(=O)c2cccs2)c2ccccc21
  -0.3 | -2.4 | -3.7 | 1 | 2.4 | -4 | 2 | -1.4 | -0.6 | -3 | -3.6
CC(C)OC(=O)CSc1nnc(-c2ccccn2)n1N
  -0.5 | -0.6 | -0.3 | -1 | 0.2 | 3 | -2 | -1.1 | · | -4 | -0.4
CCCN(CCC)S(=O)(=O)c1ccc(C(=O)Nc2cccnc2)cc1
  0.1 | -2.0 | -2.5 | -8 | -0.9 | 0 | -2 | -1.1 | -1.0 | -2 | -0.3
C=CCn1c(SCC(N)=O)nc2sc3c(c2c1=O)CCC3
  -0.2 | -0.7 | -1.1 | -7 | 1.6 | 2 | 4 | -1.4 | 0.2 | -1 | 2.9
CC(C)C(=O)N1CCN(c2ccc(NC(=O)c3cccs3)cc2)CC1
  -0.2 | -0.8 | -0.9 | 4 | 1.5 | 6 | 5 | -1.0 | 0.1 | 4 | -2.9
Cc1cccc(-n2ncc3c(N4CCCC4)ncnc32)c1
  7.4* | 5.3 | 18* | 1 | 3.0 | 6 | -2 | 0.7 | -1.5 | 7 | -0.9
COc1cc(C2C(C#N)=C(N)OC3=C2C(=O)CC(C)(C)C3)cc2c1OCO2 (stereo unspecified)
  -0.5 | -0.2 | -2.2 | -13 | 3.2 | -5 | -11 | -1.0 | -0.9 | -1 | 0.6
CC(C)(C)c1ccc(C(=O)Nc2cccc([N+](=O)[O-])c2)cc1
  3.2 | 2.7 | 14* | 1 | 5.5 | -7 | -5 | -0.1 | 1.6 | 6 | -1.0
C[C@H]1[C@H](NC(=O)c2ccc(C(F)(F)F)cc2)CC[C@@]23CCCN2C(=O)CCC[C@@H]13
  · | -1.1 | 1.6 | 4 | · | 6 | 0 | -1.7 | · | · | ·
O=C(c1nc2ccc(Cl)cn2c1CN1CCCC(CO)C1)N1CCc2ccccc2C1 (stereo unspecified)
  0.3 | 0.4 | -2.1 | -4 | 1.4 | 3 | 2 | -0.7 | 0.4 | -3 | 4.2
CCn1c(SCc2ccc(C(=O)O)cc2)nnc1-c1ccc(Cl)cc1
  -0.2 | -1.0 | 1.2 | -4 | 1.5 | -3 | -1 | -0.9 | -0.3 | 1 | -2.6
Cc1ccc(-c2nnc(SCC(=O)Nc3cccnc3Cl)n2N)cc1
  -0.6 | 0.8 | 3.0 | -2 | 0.7 | -2 | 2 | -1.0 | -0.5 | 6 | -1.9
O=C(O)COc1ccc(Oc2ccccc2)cc1
  -0.3 | 0.4 | -2.8 | 1 | -0.4 | 0 | -1 | -1.7 | -0.1 | -4 | 2.3
Cc1cc(=O)oc2cc(N3C(=O)CC(Cc4ccccc4)C3=O)ccc12 (stereo unspecified)
  1.1 | -1.6 | -2.8 | -30 | 0.5 | -2 | 0 | -1.7 | 2.2 | 3 | 1.3
CCc1cccc(C)c1NC(=O)CN(C)Cc1ccc(Br)cc1
  -0.8 | -1.0 | -0.9 | -7 | 0.4 | -1 | -3 | -1.6 | -0.4 | -2 | -1.3
COc1cc(/C=C(\C#N)c2ccccn2)ccc1OCC(=O)Nc1cccc(C(F)(F)F)c1
  -0.5 | 2.2 | -0.5 | 1 | 0.2 | 17 | 1 | -1.6 | 1.2 | -2 | -0.1
COc1cc(C(=O)OC(C)C(=O)NC(=O)NC2CCCCC2)ccc1OC(F)F (stereo unspecified)
  -1.2 | -0.9 | 2.4 | -7 | 0.4 | -6 | -2 | -0.4 | -0.6 | 2 | 0.3
O=C(CN1C(=O)NC(c2ccc(F)cc2)C1=O)Nc1ccc2c(c1)OCCO2 (stereo unspecified)
  -0.4 | 0.6 | 1.6 | -6 | 2.4 | 0 | 1 | -1.3 | 0.1 | -2 | 2.1
NS(=O)(=O)c1cccc(NC(=O)c2cccc(-c3ccc(O)cc3)c2)c1
  -0.3 | -0.6 | 0.3 | -10 | 1.0 | -27 | 6 | -0.5 | 0.2 | -3 | -0.3
